12-LOX inh – blocks human arachidonate 12S-lipoxygenase; Potency, µM (highest dose often 108 µM), for inactives: at the highest dose activity change, negative = inhibition, actives largely listed as inhibitors; purified 12hLO, xylenol orange hydroperoxide absorbance; hit rate 1.1% among 580,000; P18054; also: potency is read from the fitted curve at half-maximal effect
Target sequence (P18054 whole entry, looked up): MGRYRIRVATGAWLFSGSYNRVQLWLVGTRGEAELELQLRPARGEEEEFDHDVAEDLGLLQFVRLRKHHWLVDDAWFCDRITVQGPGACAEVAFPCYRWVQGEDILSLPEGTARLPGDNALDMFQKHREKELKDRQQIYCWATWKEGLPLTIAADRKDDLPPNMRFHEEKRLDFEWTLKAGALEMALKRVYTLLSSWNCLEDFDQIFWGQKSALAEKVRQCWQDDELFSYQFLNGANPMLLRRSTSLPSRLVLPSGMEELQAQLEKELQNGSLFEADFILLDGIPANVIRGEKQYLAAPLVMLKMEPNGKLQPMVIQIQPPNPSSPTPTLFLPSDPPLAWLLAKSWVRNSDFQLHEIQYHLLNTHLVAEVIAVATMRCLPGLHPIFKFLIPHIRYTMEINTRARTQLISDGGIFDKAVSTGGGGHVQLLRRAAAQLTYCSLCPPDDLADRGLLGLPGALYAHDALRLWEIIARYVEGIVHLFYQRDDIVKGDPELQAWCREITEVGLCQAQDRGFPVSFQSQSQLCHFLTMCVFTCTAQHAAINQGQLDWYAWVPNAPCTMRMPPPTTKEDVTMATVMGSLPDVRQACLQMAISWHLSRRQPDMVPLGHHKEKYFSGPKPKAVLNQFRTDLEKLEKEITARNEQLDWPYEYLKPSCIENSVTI
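Hydroperoxide product was detected by ferrous iron/xylenol orange as the 573 to 405 nm absorbance ratio. Arachidonic acid at 40 uM (final) was turned over for 30 min at room temperature by 150 nM human 12hLO, pH 7.0 Hepes buffer, after 15 min compound preincubation.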
Pol eta inh – inhibitors of human DNA polymerase eta | Q9Y253 | recombinant Pol eta, fluorescent DNA replication assay | Potency, µM (titrated, usually from 114 µM), for the others: at the highest dose activity change, negative = inhibition, actives largely listed as inhibitors | hit rate 1.2% among 390,000; also: potency is read from the fitted curve at half-maximal effect
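Pol eta at 10 nM preincubated with compounds 15 min at room temperature; reaction started with fluorescent substrate (50 nM final) and read kinetically at 0 and 10 min.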
LDHA inh – blocks human lactate dehydrogenase A | purified LDHA, NADH/diaphorase-resazurin fluorescence; active compounds read low | activity change, % (values are at about 110 or 230 µM) | hit rate 0.15% among 480,000 | P00338; in the data active = activity change below about -30%; inconclusive = mostly about -25% to -30%;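 also: plate controls were DMSO wells for no effect and wells without enzyme for full effect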
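Human LDH5 at 2 nM final in Tris HCl pH 7.4 with 0.06 mM NADH and 0.2 mM pyruvate, reacted 5 minutes at room temperature. Remaining NADH coupled via diaphorase/resazurin; resorufin fluorescence read at 0 and 20 minutes, normalized to enzyme-free and DMSO wells.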
An asterisk follows results filed as active; ? = inconclusive; & = joins results of further samples; [ ] = another dose, or the depositor's remark. Unless noted, calls follow the shape of the dose curve; as a rule, active = well fitted inhibition curve with a large enough effect; inconclusive = small, poorly fitted or top-dose-only effect, or another doubt; inactive = no such curve, though single readings can be large or run the other way. Unless noted, % is scaled to controls: 0 for no effect and ±100 for the full control effect. An excerpt; rates above refer to the full screens.

Start of the data: the first 15 records (preview)
SMILES | 12-LOX inh | Pol eta inh | LDHA inh
CCOC(=O)c1c(C)nc(C)c(C(=O)OCC)c1-c1cccc([N+](=O)[O-])c1 | -16% | -10% | 0
CN(Cc1ccccc1)C(=O)c1[nH]cnc1C(=O)Nc1ccccc1F | -29% | -10% | -2
O=C(NCC1CCCO1)c1ccc2c(c1)N(Cc1ccc(Cl)cc1)CCS2 (stereo unspecified) | -18% | -12% | 9
C[C@@H]1CN([C@@H](C)CO)C(=O)c2cc(Br)cnc2O[C@H]1CN(C)C(=O)c1cccc(F)c1 | 0% | -12% | -5
COc1ccccc1S(=O)(=O)N(C)C[C@@H]1Oc2ncc(-c3ccc(C)cc3)cc2C(=O)N([C@H](C)CO)C[C@@H]1C | -9% | -3% | -8
COc1ccccc1NC(=O)COC(=O)c1ccc2c(=O)n3c(nc2c1)CCC3 | 1% | 0% | -11
COc1cc(-c2c(NC(=O)c3ccco3)oc3ccc(Cl)cc3c2=O)cc(OC)c1OC | -12%&-1% | -22% | -2&-3
C[C@@H]1CN([C@H](C)CO)C(=O)CCCn2nncc2CO[C@H]1CN(C)C(=O)Cc1ccccc1 | 1% | -10% | 1
O=C(O)c1ccc2c(c1)S(=O)(=O)c1cc(N3CCN(c4ncccn4)CC3)ccc1C2=O | ? | -5% | -2
Cc1cc2c(cc1C)C(=O)CCC2 | -3% | -6% | 9
COc1cccc(-c2ccc(NC(=O)C3CCCN(Cc4cccc(C)n4)C3)cc2)c1 (stereo unspecified) | -34% | -17% | -1
Cc1ccc(-n2c(SCC(=O)NC3CCS(=O)(=O)C3)nc3ccccc3c2=O)c(C)c1 (stereo unspecified) | 9% | -6% | -1
C[C@H]1CN([C@@H](C)CO)C(=O)c2cc(Br)cnc2O[C@H]1CN(C)C(=O)c1ccc2c(c1)OCO2 | 13% | -6% | -1
COc1ccc(S(=O)(=O)Nc2ccc3c(c2)C(=O)N([C@H](C)CO)C[C@H](C)[C@@H](CN(C)Cc2ccncc2)OCCCC[C@@H](C)O3)cc1 | 8% | -11% | -3
COc1ccccc1S(=O)(=O)N(C)C[C@H]1OCc2cn(nn2)CCCC(=O)N([C@@H](C)CO)C[C@@H]1C | 21% | -16% | -1

Main list, previewed entries included:
SMILES | 12-LOX inh | Pol eta inh | LDHA inh
CCOC(=O)c1c(C)nc(C)c(C(=O)OCC)c1-c1cccc([N+](=O)[O-])c1 | -16% | -10% | 0
CN(Cc1ccccc1)C(=O)c1[nH]cnc1C(=O)Nc1ccccc1F | -29% | -10% | -2
O=C(NCC1CCCO1)c1ccc2c(c1)N(Cc1ccc(Cl)cc1)CCS2 (stereo unspecified) | -18% | -12% | 9
C[C@@H]1CN([C@@H](C)CO)C(=O)c2cc(Br)cnc2O[C@H]1CN(C)C(=O)c1cccc(F)c1 | 0% | -12% | -5
COc1ccccc1S(=O)(=O)N(C)C[C@@H]1Oc2ncc(-c3ccc(C)cc3)cc2C(=O)N([C@H](C)CO)C[C@@H]1C | -9% | -3% | -8
COc1ccccc1NC(=O)COC(=O)c1ccc2c(=O)n3c(nc2c1)CCC3 | 1% | 0% | -11
COc1cc(-c2c(NC(=O)c3ccco3)oc3ccc(Cl)cc3c2=O)cc(OC)c1OC | -12%&-1% | -22% | -2&-3
C[C@@H]1CN([C@H](C)CO)C(=O)CCCn2nncc2CO[C@H]1CN(C)C(=O)Cc1ccccc1 | 1% | -10% | 1
O=C(O)c1ccc2c(c1)S(=O)(=O)c1cc(N3CCN(c4ncccn4)CC3)ccc1C2=O | ? | -5% | -2
Cc1cc2c(cc1C)C(=O)CCC2 | -3% | -6% | 9
COc1cccc(-c2ccc(NC(=O)C3CCCN(Cc4cccc(C)n4)C3)cc2)c1 (stereo unspecified) | -34% | -17% | -1
Cc1ccc(-n2c(SCC(=O)NC3CCS(=O)(=O)C3)nc3ccccc3c2=O)c(C)c1 (stereo unspecified) | 9% | -6% | -1
C[C@H]1CN([C@@H](C)CO)C(=O)c2cc(Br)cnc2O[C@H]1CN(C)C(=O)c1ccc2c(c1)OCO2 | 13% | -6% | -1
COc1ccc(S(=O)(=O)Nc2ccc3c(c2)C(=O)N([C@H](C)CO)C[C@H](C)[C@@H](CN(C)Cc2ccncc2)OCCCC[C@@H](C)O3)cc1 | 8% | -11% | -3
COc1ccccc1S(=O)(=O)N(C)C[C@H]1OCc2cn(nn2)CCCC(=O)N([C@@H](C)CO)C[C@@H]1C | 21% | -16% | -1
c1ccc(Sc2ccncc2)cc1 | 6% | -15% | -3
C[C@H](CO)N1C[C@H](C)[C@@H](CN(C)C(=O)c2cc(-c3ccccc3)on2)OCc2cn(nn2)CCCC1=O | -3% | 1% | -7
COC(=O)c1c(NC(=O)c2ccc(S(=O)(=O)N3CC(C)OC(C)C3)cc2)sc2c1CCN(C)C2 (stereo unspecified) | ? | -16% | -6
C[C@@H]1CN([C@@H](C)CO)C(=O)CCCn2nncc2CO[C@@H]1CN(C)S(=O)(=O)c1ccc(-n2cccn2)cc1 | -1% | -7% | -4
C[C@@H]1CN([C@@H](C)CO)C(=O)c2cc(Br)cnc2O[C@H]1CN(C)Cc1cccc(C(=O)O)c1 | ? | -1% | -18
COc1ccc(CN2C(=O)C(CC(=O)NCC3CCCCC3)CC(C(=O)N(C)C)=C2C)cc1 (stereo unspecified) | -36% | -14% | -1
C=Cc1cnc([N+](=O)[O-])n1C | ? | -21% | 0
C[C@@H]1CN([C@H](C)CO)C(=O)c2cc(/C=C/c3ccccc3)cnc2O[C@H]1CN(C)C(=O)NC1CCCCC1 | 0% | -17% | -4
C[C@H](CO)N1C[C@H](C)[C@@H](CN(C)S(=O)(=O)c2ccccc2)OCCCC[C@H](C)Oc2ccc(NC(=O)CCC(F)(F)F)cc2C1=O | -1% | -22% | 3
CCC1Oc2ccccc2N(CC(=O)N2CC(C)CC(C)C2)C1=O (stereo unspecified) | -22% | -5% | -3
Cc1nn(C)cc1CN(C)C(=O)C1CCC(=O)N(CCc2cccc(F)c2)C1 (stereo unspecified) | -9% | -5% | -3
CC(C)CC1C(=O)N(Cc2cn(Cc3ccco3)nn2)CCS(=O)(=O)N1Cc1ccc(-c2ccc(Cl)c(Cl)c2)cc1 (stereo unspecified) | ? | 3% | -6
CC1=C(C#N)C(C)(C)C(C#N)=C(C)N1 | -13% | -1% | -2
Clc1nnc(NC2CCCCC2)c(Cl)c1Cl | -1% | -20% | -9
Cc1ccc(S(=O)(=O)N2CC3(O)CN(C(=O)OC(C)C)N(C(=O)OC(C)C)CC3(OC(=O)Nc3cccs3)C2)cc1 (stereo unspecified) | ? | -19% | 6
COc1ccc(NC(=O)COc2ccccc2C(N)=O)cc1S(=O)(=O)N1CCCCC1 | -22% | -19% | -11
COc1cc(N(C(C)=O)c2ccc(O)cc2)c2ncccc2c1 | -22% | 1% | 7
COc1cccc(/C=C/C(=O)OCC(=O)c2ccc(Br)cc2)c1 | -2% | 3% | -3
CC1CCC(C(O)(C(=O)c2ccccc2)c2ccccc2)C(=O)C1 (stereo unspecified) | -14% | -10% | 4
O=C(COC(=O)/C=C/c1cccc(F)c1)NC1CCCCC1 | -11% | -18% | -7
C[C@@H]1CN([C@@H](C)CO)S(=O)(=O)c2ccc(Br)cc2O[C@H]1CN(C)C(=O)Nc1ccc2c(c1)OCO2 | 0% | 3% | 3
O=C(C[C@@H]1C[C@H]2c3cc(NC(=O)c4cccnc4)ccc3O[C@H]2[C@H](CO)O1)NCc1ccc(Oc2ccccc2)cc1 | 5% | -2% | 1
Cc1ccccc1SCC(=O)NCC1(N2CCCCC2)CCCCC1 | ? | -9% | 0
Cc1cccc(-c2ccc3[nH]c4c(c3c2)CCN2C[C@@H]([C@H](C)O)[C@@H](N(C)C(=O)Nc3ccc(F)cc3)C[C@@H]42)c1 | 0% | -32% | 0
COc1cccc(S(=O)(=O)Nc2ccc3c(c2)[C@@H]2C[C@H](CC(=O)NCCc4ccccc4)O[C@H](CO)[C@@H]2O3)c1 | ? | -11% | -8
CC(=O)c1ccc(OCc2cc(C(=O)N(C)CC3COc4ccccc4O3)no2)cc1 (stereo unspecified) | 4% | -20% | -2
Nc1ccc(S(=O)(=O)c2ccc(N3CCOCC3)c(N)c2)cc1 | 23% | -4% | -6
CN(Cc1ccco1)C(=O)c1cccc(S(=O)(=O)N2CCN(Cc3ccccc3)CC2)c1 | -21%&3% | -9% | 12&-4
Cc1c(C)c2cc(Cl)c(OCC(=O)Nc3ccccn3)cc2oc1=O | -5% | 7% | -4
Cc1ccc([C@H]2C[C@@H](O)[C@H](n3cc(-c4ccc(F)cc4)nn3)CN2C(=O)c2cccs2)cc1 | -5% | -3% | -9
O=C(COC(=O)C1CCC1)Nc1cc(S(=O)(=O)N2CCOCC2)ccc1Cl | 0% | -10% | -8
C[C@H]1CNC(=O)c2c(C(=O)Nc3ccc(CNC(=O)OC(C)(C)C)cc3)ncn21 | 41%[activator] | -17% | -7
CN1CCn2cnc(C(=O)Nc3ccc(CNC(=O)OC(C)(C)C)cc3)c2C1=O | 1% | -16% | -9
C[C@@H]1CN([C@@H](C)CO)C(=O)c2cc(Br)cnc2O[C@H]1CN(C)C(=O)c1ccc2c(c1)OCO2 | -8% | -16% | 0
O=C1[C@H]2[C@@H](c3ccc(C(F)(F)F)cc3)N[C@]3(CCCN(Cc4ccccc4)C3=O)[C@H]2C(=O)N1Cc1ccccc1 | ? | ? | -3
O=C(N/C=C/n1cnc2cc(C(F)(F)F)ccc21)c1ccc(F)cc1 | 0% | -10% | -1
Cc1noc(C)c1C(=O)OCC(=O)Nc1cccc(F)c1 | 6% | -3% | 3
O=C(/C=C/c1cccc([N+](=O)[O-])c1)OCC(=O)N1CCCCC1 | 4% | -3% | -3
CSc1ncnc2c1ncn2CCCNCCCN1CCCC1=O | 10% | -6% | -8
COCOCCn1cc(CN2CCS(=O)(=O)N(Cc3ccc(-c4ccc(C)cc4)cc3)C(C(C)C)C2=O)nn1 (stereo unspecified) | 1% | ? | -2
O=C(CCn1cccn1)N1CCCC(Nc2ccc(F)c(F)c2)C1 (stereo unspecified) | 1% | -4% | 1
CCN1CCN(c2nc3c(c(=O)[nH]c(=O)n3C)n2Cc2cccc(C)c2)CC1 | -3% | -4% | -1
CN1C(=O)CCS(=O)(=O)C1c1ccc(Cl)c(Cl)c1 (stereo unspecified) | ? | -10% | 3
Cc1nc(C(=O)N2CCCC(N3CCN(c4ccc(F)cc4)CC3)C2)cs1 (stereo unspecified) | 10% | -8% | 2
CCN(CC(=O)Nc1c(F)cccc1F)C(=O)c1ccc(OC)c(S(=O)(=O)NC2CCCC2)c1 | -1% | -4% | -2

Continued.
SMILES | 12-LOX inh | Pol eta inh | LDHA inh
O=C(Nc1cccc(C(=O)O)c1)/C(=C\c1cccc([N+](=O)[O-])c1)NC(=O)c1ccc(Br)cc1 | 6% | 2% | -1
O=C(c1ccc(CS(=O)c2ccc(Br)cc2)o1)N1CCN(C2CCCCC2)CC1 (stereo unspecified) | -13% | -3% | -6
Cc1cc(C)cc(C(=O)NCC(=O)OCC(=O)N2CCCC2)c1 | -23% | -9% | 2
Cc1cccc(NC(=O)COC(=O)c2c(-c3ccccc3)noc2C)c1 | 0% | -12% | -5
COc1cccc(CN(C)CCCn2cnc3c(SC)ncnc32)c1 | 4% | -23% | -2
CCc1ccc(NC(=O)C(C)OC(=O)Cn2[nH]c(=O)c3ccccc3c2=O)cc1 (stereo unspecified) | 14% | -6% | -12
C[C@@H]1CN([C@@H](C)CO)C(=O)CCCn2nncc2CO[C@@H]1CN(C)C(=O)Nc1cccc(Oc2ccccn2)c1 | 22% | -14% | -1
C[C@@H]1CN([C@H](C)CO)C(=O)CCCn2nncc2CO[C@H]1CN(C)S(=O)(=O)c1cn(C)cn1 | 3% | -17% | -3
CCOC(=O)C(=O)NCC1CCCN1S(=O)(=O)c1cccs1 (stereo unspecified) | -13% | -10% | 0
COc1cc(NC(=O)CN2CCN(C(=O)c3ccco3)CC2)c(C)cc1[N+](=O)[O-] | 2% | 0% | -2
CC(C)CC1C(=O)N(Cc2cn(CCC3OCCO3)nn2)CCS(=O)(=O)N1Cc1ccc(-c2ccc(F)nc2)cc1 (stereo unspecified) | -22% | ? | 1
COc1cc2ccc(C(C)=NOC(C)=O)cc2cc1OC | -7% | -14% | 16
N#Cc1cnc(=S)n(-c2cc(C(F)(F)F)cc(C(F)(F)F)c2)c1N | -5% | -13% | -4
O=C(NNC(=O)C1CCC1)c1ccc(F)cc1 | -6% | -2% | 2
CCC/C=C/c1ccc(CN2C(C)C(=O)N(Cc3cn(CCC4OCCCO4)nn3)CCS2(=O)=O)cc1 (stereo unspecified) | ? | -16% | 0
CCN1C(=O)C(=CC=CN(C)c2ccccc2)SC1=S | ? | -29% | 2
COc1ccc(C)cc1NC(=O)COC(=O)c1c(-c2ccccc2)noc1C | ? | -16% | -8
O=C(NCC1CCCN1S(=O)(=O)c1cccs1)C(=O)Nc1ccccc1F (stereo unspecified) | -16% | 2% | -9

Source: PubChem (National Center for Advancing Translational Sciences (NCATS))
